Bioassay records as filed in PubChem BioAssay.
EBV gp42 block = Epstein-Barr virus gp42 inhibitors, primary screen, biochemical, uHTS, fluorescence polarization; AID 1085, 2008; inhibition, % (tested at 21.74 µM); Fluorescence polarization binding assay, mP read-out; 220,000 tested, 0.42% active; Glycoprotein 42 (Epstein-Barr virus (strain AG876)), Q1HVG2; in the data active = inhibition above about 50%
Target sequence (Q1HVG2 whole entry, looked up): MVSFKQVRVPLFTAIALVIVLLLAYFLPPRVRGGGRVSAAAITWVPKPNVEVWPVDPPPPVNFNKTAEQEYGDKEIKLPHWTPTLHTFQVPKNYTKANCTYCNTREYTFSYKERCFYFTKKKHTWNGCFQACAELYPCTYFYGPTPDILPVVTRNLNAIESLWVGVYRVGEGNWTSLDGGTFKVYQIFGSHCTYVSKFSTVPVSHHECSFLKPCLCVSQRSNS
thrombin 1536 = human alpha-thrombin inhibitors, primary screen, counter-screen for coagulation protease inhibitor project, biochemical, 1536-well, fluorogenic AMC substrate; Boc-VPR-AMC fluorogenic substrate cleavage; Prothrombin (Homo sapiens), P00734; 220,000 tested, 0.26% active; inhibition, % at 5 µM;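 active = inhibition at or above 40%; inactive = inhibition below 40%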;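 note: 0% = enzyme with no compound and 100% = wells without enzyme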
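Material: human alpha-thrombin enzyme / Medium: pH 7.5 Tris (50 mM) with NaCl 150 mM, Tween 20 0.05% / Compound: single-point dosing at 5 µM, 0.2% DMSO / Incubation: enzyme reaction carried out at room temperature / Detection: AMC fluorescence, 355/460 nm / Read-out basis: percent inhibition scaled between no-compound controls and no-enzyme blanks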
eIF4E-4G inh = eIF4E–eIF4G protein interaction inhibitors, primary screen, biochemical, uHTS, TR-FRET, eIF4GI fragment; Eukaryotic translation initiation factor 4E (Mus musculus) + Eukaryotic translation …; TR-FRET eIF4E-eIF4GI(517-606) binding, 2 h; inhibition, % at 21.7 µM; 220,000 tested, 0.37% active; AID 782, 2007;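 note: 0% = full FRET control wells and 100% = background wells lacking eIF4GI fragment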
Rad51 HR inh = human RAD51 strand exchange inhibitors, primary screen, biochemical, fluorescence | hRad51 DNA strand exchange, fluorescence dequenching | inhibition, % at 10 µM | 200,000 tested, 0.085% active | AID 1385, 2008;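 active = inhibition above 40% at the single screening dose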;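 note: 0% = DMSO control wells and 100% = blanks with heterologous ssDNA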
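material = hRad51 filaments on single-stranded DNA | timing = filaments 15 min 37 °C, then compound 30 min | signal = FRET fluorescence dequenching, excitation 485 nm, emission 520 nm | benchmarks = control wells and blank wells on each plate | evaluation = percent inhibition relative to plate controls and blanks | compound = 10 µM final, single point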
Cl transport mod = KCC2 cotransporter modulators, thallium flux, primary screen, cell-based, HEK293 KCC2, FluoZin-2 fluorescence, MLSMR | Solute carrier family 12 member 5 (Homo sapiens), Q9H2X9 | KCC2 cells, thallium flux FluoZin-2 fluorescence | B-score of Tl+ flux slope (higher = more flux/activation; lower = inhibition) at 10 µM | 190,000 tested, 2.2% active | AID 1456, 2008;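 active = thallium flux slope and its plate-corrected score both differing from the plate sample mean at a set confidence after two filtering rounds, in either direction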;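 note: slope of fluorescence scaled to starting intensity during 10 to 20 s after thallium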
p47phox inh = p47phox/p22phox peptide binding inhibitors, primary screen, biochemical, uHTS, NADPH oxidase regulatory subunit. Neutrophil cytosol factor 1 (Homo sapiens), P14598. fluorescence polarization, 2 h. inhibition, % at 24.7 µM. 220,000 tested, 0.53% active. AID 1274, 2008;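 note: 0% = p47phox with labelled peptide and 100% = labelled peptide alone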
Target sequence (P14598 whole entry, looked up): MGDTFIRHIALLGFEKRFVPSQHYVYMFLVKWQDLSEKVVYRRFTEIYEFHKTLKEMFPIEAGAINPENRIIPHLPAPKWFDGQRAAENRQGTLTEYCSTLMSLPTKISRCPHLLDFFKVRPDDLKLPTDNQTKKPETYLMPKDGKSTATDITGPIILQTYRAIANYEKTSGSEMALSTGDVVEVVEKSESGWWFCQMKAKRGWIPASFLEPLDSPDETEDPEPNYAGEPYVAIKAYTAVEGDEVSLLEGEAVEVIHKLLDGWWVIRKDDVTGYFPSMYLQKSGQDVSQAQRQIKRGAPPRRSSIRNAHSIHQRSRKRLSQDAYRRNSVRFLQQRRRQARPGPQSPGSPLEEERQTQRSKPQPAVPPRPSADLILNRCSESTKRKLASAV
KLK5 inh = human KLK5 protease inhibitors, primary screen, biochemical, 1536-well | Kallikrein-5 (Homo sapiens), Q9Y337 | AID 873, 2007 | 210,000 tested, 0.59% active | recombinant hK5, fluorogenic AMC substrate cleavage | inhibition, % at 5 µM;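 active = inhibition of 40% or more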;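 note: 0% = enzyme controls without compound and 100% = no-enzyme blanks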
Furin inhibitor = human furin inhibitors, primary screen, biochemical, fluorescence intensity. P09958. purified furin, fluorogenic substrate cleavage. inhibition, % at 30 µM. 220,000 tested, 0.061% active. AID 463115, 2010; in the data active = inhibition above about 25%; note: inactives centre near -15
14-3-3 Bad PPI = inhibitors of 14-3-3 zeta/Bad binding, primary screen, biochemical, TR-FRET, bovine 14-3-3 zeta; inhibition, % at 21.7 µM; 14-3-3 protein zeta/delta (Bos taurus), P63103; AID 781, 2007; 220,000 tested, 0.71% active; TR-FRET 14-3-3zeta/Dy647-pBad peptide displacement, 1 h;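 active = inhibition above about 70%, limit read from the data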;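 note: 0% = full 14-3-3 plus peptide FRET controls and 100% = background without 14-3-3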
Target sequence (P63103 whole entry, looked up): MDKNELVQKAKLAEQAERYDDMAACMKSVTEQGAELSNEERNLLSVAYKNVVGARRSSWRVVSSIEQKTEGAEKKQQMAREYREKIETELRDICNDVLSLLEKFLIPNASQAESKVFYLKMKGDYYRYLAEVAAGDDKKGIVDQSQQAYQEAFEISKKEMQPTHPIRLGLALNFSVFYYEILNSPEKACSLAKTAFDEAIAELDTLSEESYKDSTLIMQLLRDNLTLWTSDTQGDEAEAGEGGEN
* hit, by the source's call; i = inactive; / = not tested or not shown; [ ] = dose if it differs, or a comment.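 Rule for the calls, unless noted: active = inhibition above about 30% (limit read from the data); inactive = the rest.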 Rows were taken by chance; 4.7% or so of the library scored in one or more.

compound	EBV gp42 block	thrombin 1536	eIF4E-4G inh	Rad51 HR inh	Cl transport mod	p47phox inh	KLK5 inh	Furin inhibitor	14-3-3 Bad PPI
Cc1cc(C)cc(N(C(=O)CNC(=O)c2cccs2)C(C(=O)NC2CCCC2)c2cccnc2)c1 (stereo not drawn)	-17	-7	-9	0	/	-14	-23	-20[20 µM]	-2[fluorescence artefact?]
CCOc1ccc(NC(=O)CC(c2ccccc2)c2ccc(F)cc2)cc1 (stereo not drawn)	4	-8	-2[fluorescence artefact?]	3	0.42	8	3	-19	-2
Cc1ccc(S(=O)(=O)C2(C(=O)N3CCCCC3C)CC2)cc1 (stereo not drawn)	-17	2	-5	0	/	-2	-13	-1	-4[fluorescence artefact?]
Cc1cc(F)ccc1S(=O)(=O)Nc1ccccc1C(=O)NCc1cccnc1	-6	20	6	-6	-1.1	3	22	-14	3
O=C(O)CC1S/C(=N/N=C/C=C/c2ccccc2[N+](=O)[O-])NC1=O (stereo not drawn)	-10	6	-5	/	0.66	12	-4	-5	-3
O=C(Nc1nc2ccccc2s1)c1cccc(S(=O)(=O)N2CCc3ccccc32)c1	-25	29	-10	0	-0.98	-86	22	-8	-7
N#Cc1c(Nc2ccccc2)c(/C=N/NCCO)c[nH]c1=O	7	6	-3	8	-0.098	-7	-2	-35	-24
Cc1nc(C)c(C(=O)C2=C(O)C(=O)N(CCN(C)C)C2c2ccccc2)s1 (stereo not drawn)	-6	-4	2	-3	0.35	-6	8	-10	0
CCOc1ccc(NC(=O)c2nnn(CC(=O)Nc3ccccc3OCC)c2N)cc1	-13	1	1	-7	0.61	5	-22	-6	-4
COc1cc(N(C)C)c(NC(C)=O)cc1C(=O)O	-8	9	7	-6	/	-4	-13	-19[20 µM]	-5
N#Cc1nc(COc2ccc(F)cc2)oc1N1CCC(Cc2ccccc2)CC1	-21	1	3	/	-0.95	50*	-8	-15[20 µM]	10
CCOC(=O)N(CC)OC(=O)Nc1ccc(Cl)cc1	2	3	3	-3	/	-12	-2	-6[20 µM]	26
O=c1c2oc3ccccc3c2ncn1Cc1ccc(Cl)cc1	6	-5	2	-14	0.049	-10	-1	-14	-12
COc1ccc(S(=O)(=O)N[C@H](C(=O)O)C(C)C)cc1	-18	-18	0	1	-0.18	-10	5	6	1
COc1ccc(C(=O)NCC2OCCc3ccccc32)cc1 (stereo not drawn)	-5	-2	-1	-1	-0.62	-3	2	-7[20 µM]	0
OCc1ccccc1NC(=S)Nc1cccnc1	-1	-1	4	-7	0.54	-8	-9	-17[20 µM]	-20[fluorescence artefact?]
Cc1ccc(C)c(NC(=O)c2nc(Cl)ccc2Cl)c1	-11	-1	-2	10	1.7	-5	2	-26	-7
CC(C)Cn1c(N)c(C(=O)NCCN2CCOCC2)c2nc3ccccc3nc21	1	-1	-2	0	0.06	-29	-100	-14[20 µM]	-10
CCSc1nnc(NC(=O)Nc2cccc(C)c2)s1	-1	-6	0	-7	1.2	-18	9	-22	-4
O=C(NCc1cccc(Cl)c1)c1ccc2c(c1)SC1=NS(=O)(=O)CCN12	12	8	1	-5	-0.7	-20	9	-2	-4
O=c1oc2ccccc2n1Cc1ccccc1	-23	0	7	31	-0.5	-7	-3	-28	-9
O=C(O)c1ccc2c(c1)N(Cc1ccccc1)C(=O)c1ccccc1S2	-14	-2	1	-1	-1.5	-8	1	-14	3
CC(C)(C)n1ncc2c(=O)n(CC(=O)Nc3ccc(Cl)cc3)cnc21	1	-13	2	-1	-0.034	-1	-4	-32	5
Cc1cc(C(F)(F)F)nc(NCc2cccnc2)n1	-4	1	4	-7	1.2	-23	-4	-11[20 µM]	8
COCCn1c(C)cc(C(=O)COC(=O)c2n[nH]c3ccccc23)c1C	-14	13	2	0	0.85	-6	-12	-4	2

Structural class, those above with an NH in an aromatic ring
compound	EBV gp42 block	thrombin 1536	eIF4E-4G inh	Rad51 HR inh	Cl transport mod	p47phox inh	KLK5 inh	Furin inhibitor	14-3-3 Bad PPI
N#Cc1c(Nc2ccccc2)c(/C=N/NCCO)c[nH]c1=O	7	6	-3	8	-0.098	-7	-2	-35	-24
COCCn1c(C)cc(C(=O)COC(=O)c2n[nH]c3ccccc23)c1C	-14	13	2	0	0.85	-6	-12	-4	2

Additional entries
compound	EBV gp42 block	thrombin 1536	eIF4E-4G inh	Rad51 HR inh	Cl transport mod	p47phox inh	KLK5 inh	Furin inhibitor	14-3-3 Bad PPI
COC(=O)c1cc(NC(=O)c2ccccc2)c(=O)oc1/C=C/Nc1ccc(Oc2ccccc2)cc1	186*	0	-2	i	i	-232	-12	-5	-9
COC(=O)/C=C1\SC(N2CCOCC2)=C(c2ccc(OC)cc2)C1=O	-15	-1	7	/	/	3	3	-15	7
O=C(O)c1ccn(Cn2cnc3ccccc32)n1	-16	1	-5[fluorescence artefact?]	14	/	8	-10	-10	76*
Cc1ccc2nc(SCC(=O)Nc3cc(C(C)(C)C)nn3-c3ccccc3)[nH]c2c1	3	-7	2	5	-0.097	-13	12	-20	8[fluorescence artefact?]
CC(=Nc1cccc(C)c1)c1sc2ccccc2c1O	3	-4	1	-8	-0.2	-6	-7	-1[20 µM]	-8
COc1ccccc1NC(=S)NCC1CCC(CNC(=S)Nc2ccccc2OC)CC1 (stereo not drawn)	-2	-2	-4	1	-0.16	-6	6	-38	-2
C=CCNC(=S)N/N=C(\C)c1cccc(NC(C)=O)c1	-5	-5	-3	4	-0.23	-12	0	-21	-6
CC(=O)OC(C(=O)NC1CCCCC1)c1cccc(C)c1 (stereo not drawn)	-8	-5	5	5	0.047	-9	-2	-36[20 µM]	-8
CC(=O)c1cccc(NC(=S)NC(=O)CC(C)(C)C)c1	-7	-3	-18	0	/	-3	10	-13[20 µM]	4
Cc1cc(N=Cc2c(O)n(-c3cccc(Cl)c3)c(=O)c3ccccc23)no1	-17	-2	5	8	0.96	5	-9	-13	12[fluorescence artefact?]
COc1ccc(NC(=O)CSc2ccccc2)c([N+](=O)[O-])c1	-11	-1	-4	13	-1.7	-7	3	-26	-9
CC1CCCCC1NC(=O)COC(=O)c1c2c(nc3ccccc13)/C(=C/c1ccco1)CC2 (stereo not drawn)	10	-3	15	-31	0.74	-5	-40	-6	-15
O=C1CC(c2ccco2)CC2=C1C=Nc1ccccc1N2 (stereo not drawn)	11	-7	3	0	/	1	7	-6	-15
Cc1cc(/C=C(\C#N)C(=O)NCc2cccs2)c(C)n1-c1ccc([N+](=O)[O-])cc1	-3	-1	-3	-7	-0.71	-6	-10	-21[20 µM]	-3
COc1ccc(C2=NO[C@@H]3C(=O)N(c4cccc(C)c4C)C(=O)[C@H]23)cc1OC	-16	-1	-2	-10	0.71	-7	7	-17[20 µM]	-5
O=C(CCS(=O)(=O)c1ccc(Cl)cc1)OCC(=O)N1CCCCC1	-1	4	3	-8	0.015	-2	0	4	-4
CC1CN(C(=O)COC(=O)c2c(Cl)cccc2Cl)CC(C)O1 (stereo not drawn)	-14	-6	3	10	-0.37	5	-2	-30	-11
O=C(/C=C/c1cc2ccccc2o1)c1ccccc1O	-12	-4	-1	21	0.042	2	2	-16	2
CC(C)CCNC(=O)Cn1c2c(c(-c3ccccc3Cl)cc1=O)CCC2	-3	-8	-3	-1	-0.78	6	-2	-6	3
CCC1(C)Cc2c(sc3nc(SC)nc(N)c23)CO1 (stereo not drawn)	-23	-4	-8	-3	-0.099	-4	-10	-12[20 µM]	-1
Cc1cccc(C(=O)NCCc2nnc(SCC(=O)Nc3nc(C)cs3)n2C)c1	14	-3	5	-4	/	-4	0	-11[20 µM]	11
O=C(NCCN1CCCC1)c1ccc(Cn2c(=S)[nH]c3ccc(Br)cc3c2=O)cc1	-14	1	-17	-4	0.39	-38	-3	-28	6
COc1ccc(/C=N/n2cncn2)cc1Cn1nc(C)c([N+](=O)[O-])c1C	-10	-4	-4	/	1.3	-11	-1	-8	-9
Cc1[nH]c2ccccc2c1N=Nc1ccccc1C(=O)O	1	-8	-3[fluorescence artefact?]	-5	-1.2	-10	-5	14	-6[fluorescence artefact?]
Cc1oc(-c2ccccc2Cl)nc1CN1CCCN(C(=O)c2ccco2)CC1	-26	-13	2	-20	/	-15	-6	-21	-2
CN(C)CCCN(C(=O)c1ccco1)c1nc2ccc(Cl)cc2s1	-2	-3	1	-47	1.4	-4	-2	-11	9
COc1cc(NC(=O)C/C(C)=N/NC(=O)c2cccc(O)c2)c(OC)cc1Cl	7	-3	0[fluorescence artefact?]	11	-0.88	7	3	-13	13
COc1cccc(-c2nn(C)c3sc(C(=O)N4CCN(c5ccccc5)CC4)cc23)c1	-14	-1	1	8	0.69	-3	10	-2	3
CNC(=O)Cc1nc2ccccc2n1CC(=O)Nc1cc(C)cc(C)c1	3	2	-1	3	-0.012	-7	-40	-17	-18
Cc1ccc(SCc2[nH]nc3c2C2(CCSCC2)C(C#N)=C(N)O3)cc1	-4	-2	2	0	/	-19	14	-4[20 µM]	2
CCN(CC)S(=O)(=O)c1cccc(NC(=O)CSc2nnc(N)s2)c1	-27	/	-1	3	-0.58	-1	-2	-16	-6
